Source: PubChem (National Center for Advancing Translational Sciences (NCATS))
IL-2 act – qHTS of IL-2 Activators; IL-2 activation reporter assay, cell-based qHTS; stimulated with anti-CD3/CD4/CD28 beads; in transgenic mouse T cells; AID 652025, 2013; 360,000 tested, 0.065% active; activation, % (series mostly up to about 46 µM); in the data active = activation above about 50%; inconclusive = mostly about 30% to 49%; also: 0% is about no effect
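EGFP and DsRed fluorescence is measured by plate cytometry in unstimulated transgenic mouse T cells exposed to compound for 60 minutes, then stimulated 18 hours at 37 degrees C with anti-CD3/anti-CD4 beads plus anti-CD28.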
PLK1 PBD inh – qHTS for Inhibitors of PLK1-PDB (polo-like kinase 1 - polo-box domain): Primary Screen; Serine/threonine-protein kinase PLK1 (Homo sapiens), P53350; Plk1 PBD binding of FITC phosphopeptide, fluorescence polarization; Potency, µM, without a hit: max response, negative = inhibition, actives largely listed as inhibitors; 360,000 tested, 2.8% active; also: potency is read from the fitted curve at half-maximal effect; series mostly up to about 57 µM; % is scaled to controls: 0 for no effect and ±100 for the full control effect; nearly all actives have a fitted effect of over 65% in size
Target sequence (P53350 whole entry, looked up, the tested form may be a part): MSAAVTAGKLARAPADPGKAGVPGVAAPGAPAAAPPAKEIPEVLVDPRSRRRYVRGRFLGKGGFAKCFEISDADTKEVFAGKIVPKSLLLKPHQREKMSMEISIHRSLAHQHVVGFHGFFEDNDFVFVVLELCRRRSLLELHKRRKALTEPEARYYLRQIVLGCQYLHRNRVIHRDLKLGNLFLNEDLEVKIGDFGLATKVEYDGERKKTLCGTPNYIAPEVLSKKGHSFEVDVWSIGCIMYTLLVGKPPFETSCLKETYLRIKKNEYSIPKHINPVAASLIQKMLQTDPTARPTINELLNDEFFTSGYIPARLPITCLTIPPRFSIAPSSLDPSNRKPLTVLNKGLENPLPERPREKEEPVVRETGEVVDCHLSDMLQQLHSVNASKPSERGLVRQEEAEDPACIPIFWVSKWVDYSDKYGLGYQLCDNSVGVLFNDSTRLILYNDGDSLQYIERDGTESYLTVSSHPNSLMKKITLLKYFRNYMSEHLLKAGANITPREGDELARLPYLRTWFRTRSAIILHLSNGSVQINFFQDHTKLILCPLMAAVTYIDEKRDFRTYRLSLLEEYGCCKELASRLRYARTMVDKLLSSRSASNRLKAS
Abeta rescue – qHTS for compounds that reverse cellular toxicity of Amyloid beta (A-beta) peptide in yeast: Primary Screen. Potency, µM (highest dose often 46.1 µM), inactives show top-dose growth rescue, hits mostly activators. yeast expressing A-beta42, growth rescue, OD600, 48 h; response scale: 0% DMSO, 100% iron-clioquinol control. 410,000 tested, 0.063% active; also: potency is read from the fitted curve at half-maximal effect; nearly all actives have a fitted effect of over 55% in size
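Growth rescue measured by 600 nm absorbance after 48 h yeast culture at 30 C with compound. Values normalized between DMSO and an equimolar ferric chloride plus clioquinol control.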
WRN helicase inh – qHTS for Inhibitors of WRN Helicase | AID 651768, 2012 | 360,000 tested, 0.46% active | WRN helicase unwinding, fluorescent forked duplex, kinetic | Bifunctional 3'-5' exonuclease/ATP-dependent helicase WRN (Homo sapiens), Q14191 | Potency, µM (highest dose often 114 µM), inactives show at the top dose activity change, negative = inhibition, most hits filed as inhibitors; also: potency is read from the fitted curve at half-maximal effect; % is scaled to controls: 0 for no effect and ±100 for the full control effect; nearly all actives have a fitted effect of over 55% in size
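Kinetic fluorescence helicase assay: unwinding of a quenched forked DNA duplex (100 nM final) with 2 mM ATP final raises red fluorescence (525/598 nm). Compounds sat 15 min at room temperature with 20 nM WRN beforehand.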
EPAC1 agonist – qHTS for Agonist of cAMP-regulated guanine nucleotide exchange factor 3 (EPAC1): primary screen; EPAC1 agonist qHTS, biochemical assay; response scale: 100% = response to 6.5 mM cAMP; Potency, µM (doses to about 154 µM), inactives show at the highest dose activation, actives largely listed as activators; 360,000 tested, 0.073% active; AID 720707, 2013; also: potency is read from the fitted curve at half-maximal effect; nearly all actives have a fitted effect of over 60% in size
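Fluorescent GDP-exchange assay: 100 nM EPAC1 with 250 nM Rap1B preloaded with BODIPY-GDP and 50 uM GDP; compounds tested as concentration series, 5 min at room temperature, then read every 5 min for 30 min (ex 480/em 540 nm); normalized to 6.5 mM cAMP.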
EPAC1 antag – qHTS for Antagonist of cAMP-regulated guanine nucleotide exchange factor 3 (EPAC1): primary screen; Potency, µM (series often up to 115 µM), for inactives: at the highest dose activity change, negative = inhibition, most hits filed as inhibitors; EPAC1 GEF assay, Rap1b-BODIPY-GDP exchange fluorescence; Rap guanine nucleotide exchange factor 3 (Homo sapiens), O95398; 360,000 tested, 0.14% active; AID 720709, 2013;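 also: potency is read from the fitted curve at half-maximal effect; plate controls were vehicle for no effect and positive control for full effect; nearly all actives have a fitted effect of over 50% in size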
PI5P4K alpha inh – qHTS for Inhibitors of phosphatidylinositol 5-phosphate 4-kinase (PI5P4K); Phosphatidylinositol 5-phosphate 4-kinase type-2 alpha (Homo sapiens), P48426; PI5P4Kalpha enzyme, ADP-Glo luminescence, 60 min; active compounds read low; max response, %; 330,000 tested, 1.2% active; AID 652105, 2013; active = max response of -50% or lower; inconclusive = between -30% and -50%; inactive = -30% or higher; also: value at the top dose of about 77 µM; % is scaled to controls: 0 for no effect and ±100 for the full control effect
Target sequence (P48426 whole entry, looked up): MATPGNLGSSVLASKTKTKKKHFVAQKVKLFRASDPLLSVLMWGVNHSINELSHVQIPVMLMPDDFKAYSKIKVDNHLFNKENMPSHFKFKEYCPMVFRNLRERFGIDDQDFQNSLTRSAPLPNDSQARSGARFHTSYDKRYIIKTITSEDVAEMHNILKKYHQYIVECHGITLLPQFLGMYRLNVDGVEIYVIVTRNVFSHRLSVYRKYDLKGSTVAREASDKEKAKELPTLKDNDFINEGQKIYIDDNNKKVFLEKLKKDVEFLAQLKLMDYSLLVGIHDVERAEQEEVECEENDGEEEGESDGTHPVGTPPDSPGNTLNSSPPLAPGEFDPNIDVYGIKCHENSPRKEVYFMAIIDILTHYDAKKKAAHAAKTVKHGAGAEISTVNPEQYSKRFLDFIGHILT
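Controls without substrate or without enzyme flank wells where PI5P4Kalpha converts substrate using 5 microM ATP (final). Incubation lasts 60 minutes at room temperature; ADP formed is read by ADP-Glo luminescence.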
FUS suppressor – qHTS for Suppressors of FUS Proteinopathy: Primary screen using FUS-linked yeast assay | S. cerevisiae FUS-expressing, growth rescue, OD600, 24 h | Potency, µM (highest dose often 76.6 µM), for the others: at the top dose growth rescue (activation), usual class: activators | 390,000 tested, 0.24% active | AID 1347120, 2019;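 also: potency is read from the fitted curve at half-maximal effect; plate controls were DMSO vehicle for no effect and reference control for full effect; nearly all actives have a fitted effect of over 55% in size; some results filed as inactive show a strong effect at the top dose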
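Toxicity suppression screen in FUS-yeast. Cells induced with 2% galactose, starting OD 0.005, treated 24hr at 30C with compounds at multiple final concentrations; growth by OD600.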
The depositor's hits bear a star; ? = inconclusive; / = no result given; [ ] = dose if it differs, or a comment. Unless noted, calls follow the shape of the dose curve; as a rule, active = well fitted curve in the direction sought with a large enough effect; inconclusive = small, poorly fitted or top-dose-only effect, or another doubt; inactive = no such curve, though single readings can be large; an effect the other way counts as inactive or inconclusive.

SMILES	IL-2 act	PLK1 PBD inh	Abeta rescue	WRN helicase inh	EPAC1 agonist	EPAC1 antag	PI5P4K alpha inh	FUS suppressor
N#CCCn1cc(/C=C(\C#N)c2nc3ccccc3s2)c(-c2ccc(F)cc2)n1	?	6%	7%	2%	0%	0%	14	-8%
CC(Sc1nnnn1C1CC1)C(=O)N1CC(=O)Nc2ccccc21 (stereo not drawn)	0.2	-11%	12%	-2%	-14%	-25%	7	/
O=C(CCS(=O)(=O)c1ccccc1)Nc1ccc2c(c1)C(=O)NC2=O	3.7	7%	-6%	-5%	0%	20%	-13	6%
O=C(Nc1c2c(nc3ccccc13)CCCC2)c1ccccc1Br	-2.9	2%	4%	1%	2%	27%	0	-9%
Cn1cnc(C(=O)N2CCc3ccccc3C2)c1C(=O)N1CCc2ccccc2C1	2.9	21µM*	-21%	-2%	-28%	1%	-14	-4%
CCC(=O)Oc1ccc(C2NC(=O)c3ccccc3O2)cc1OC (stereo not drawn)	0.1	-23%	23%	-23%	0%	-5%	-3	4%
COc1ccccc1NC1CCCCC1NS(=O)(=O)c1ccc(C)cc1 (stereo not drawn)	-1.4	1%	3%	-6%	-4%	0%	2	34%
Cc1nc2ccccc2c(=O)n1/N=C/c1ccc2ccccc2c1O	1.6	-6%	-26%	-8%	-9%	?	3	12%
Cc1ccc(NC(=S)NC(=O)c2ccc(Br)o2)c(C)c1	-0.1	-3%	0%	-1%	-1%	10%	0	-9%
N#Cc1c(-c2ccc(F)cc2)nc2n(c1=O)CCS2	-0.1	-10%	0%	2%	5%	11%	/	10%
CCCn1c(N2CCN(CC(=O)NCc3cccs3)CC2)nc2ccccc21	-3.8	-2%	-8%	2%	-9%	-14%	-1	9%
CCOc1ccc(/C=C2\SC(=O)N(CCNC(=O)C3COc4ccccc4O3)C2=O)cc1OC (stereo not drawn)	-3.7	-11%	-3%	-17%	6%	8%	1	/

Arranged by the number under IL-2 act (highest first): six from the list above.
SMILES	IL-2 act	PLK1 PBD inh	WRN helicase inh	EPAC1 antag	PI5P4K alpha inh
O=C(CCS(=O)(=O)c1ccccc1)Nc1ccc2c(c1)C(=O)NC2=O	3.7	7%	-5%	20%	-13
CCC(=O)Oc1ccc(C2NC(=O)c3ccccc3O2)cc1OC (stereo not drawn)	0.1	-23%	-23%	-5%	-3
Cc1ccc(NC(=S)NC(=O)c2ccc(Br)o2)c(C)c1	-0.1	-3%	-1%	10%	0
O=C(Nc1c2c(nc3ccccc13)CCCC2)c1ccccc1Br	-2.9	2%	1%	27%	0
CCOc1ccc(/C=C2\SC(=O)N(CCNC(=O)C3COc4ccccc4O3)C2=O)cc1OC (stereo not drawn)	-3.7	-11%	-17%	8%	1
CCCn1c(N2CCN(CC(=O)NCc3cccs3)CC2)nc2ccccc21	-3.8	-2%	2%	-14%	-1

Carrying on.
SMILES	IL-2 act	PLK1 PBD inh	Abeta rescue	WRN helicase inh	EPAC1 agonist	EPAC1 antag	PI5P4K alpha inh	FUS suppressor
O=C(N/N=C/c1ccccc1O)c1cccc2ccccc12	0.7	-9%	-28%	0%	4%	?	6	7%
NC(=S)NN=C(c1ccc(F)cc1)C1CC1	-5.6	-5%	-4%	7%	4%	1%	-1	/
Cc1ccc(C)c(NC(=O)CN2C(=O)NC(CCc3ccccc3)C2=O)c1 (stereo not drawn)	1.5	-1%	2%	13%	2%	8%	-6	11%
COC(=O)c1[nH]cnc1C(=O)c1ccccc1	-0.3	-1%	-6%	-15%	-6%	-2%	-61*	21%
CCOC(=O)CN1C(=O)S/C(=C/c2cc(C)n(-c3ccccn3)c2C)C1=O	1.7	?	3%	-8%	6%	?	16	25%
COCC(=O)c1[nH]c2ccccc2c1C	-2.1	?	29%	-6%	6%	9%	0	7%
CC(C)c1ccc(NC2CCCN(C(=O)c3ccnn3C)C2)cc1 (stereo not drawn)	-0.9	-2%	16%	-34%	-8%	1%	-6	12%
Cc1ccc(S(=O)(=O)N(Cc2cccc(F)c2)C(=O)N2CCN(C)CC2)cc1	-0.9	3%	-4%	-8%	11%	5%	5	-6%
Cc1ccc(N2CC(C(=O)Nc3ccc(S(=O)(=O)NCC4CCCO4)cc3)CC2=O)cc1C (stereo not drawn)	0.1	0%	7%	-2%	1%	-22%	-2	32%
Cc1cc(C(=O)NNC(=O)CN2C(=O)NC3(CCCCC3)C2=O)c(C)o1	-0.4	2%	-10%	3%	-7%	-20%	4	-24%
O=C1CN(C(=O)CNCc2ccccc2Cl)c2ccccc2N1	-3.2	-10%	5%	-19%	8%	-11%	-5	12%
CCOc1ccccc1-c1cc(-c2ccccc2)nc2c1c(=O)n(C)c(=O)n2C	0.0	-16%	0%	5%	-5%	-24%	16	/
CC(=O)NC(c1ccco1)c1ccc2cccnc2c1O (stereo not drawn)	-0.1	-11%	7%	-7%	-2%	-11%	-13	-10%
O=S(=O)(Nc1cccnc1)c1cc(Cl)ccc1Cl	-2.0	-3%	-5%	0%	-5%	1%	/	-7%
CN(CCc1ccccn1)C(=O)CCNC(=O)Cn1cnc2ccccc2c1=O	-1.3	1%	11%	-1%	6%	-4%	0	4%
Cn1c(NC(=O)C[n+]2cc(-c3ccc(F)cc3)n3c2CCC3)cc(=O)n(C)c1=O	0.3	-6%	2%	3%	5%	5%	-6	-24%
O=C1OCCC1Sc1nnc(-c2cccc(Br)c2)o1 (stereo not drawn)	-3.5	-5%	5%	10%	-2%	-1%	/	14%
CCCCCc1cc(=O)[nH]c(=S)[nH]1	0.9	-5%	11%	-2%	1%	-17%	0	-17%
COc1ccc(C2/C(=C(/O)c3ccc(C)cc3)C(=O)C(=O)N2c2ccccn2)cc1 (stereo not drawn)	1.2	2%	1%	-12%	-7%	-8%	3	6%
Cc1cc(C(=O)N2CCC2(C)C(=O)NS(=O)(=O)c2ccc(Cl)cc2)nn1C (stereo not drawn)	-0.5	4%	-7%	10%	-1%	-7%	1	-17%
CC1CCCC(C)N1S(=O)(=O)c1ccc(NC(=O)c2ccccc2C(=O)N2CCOCC2)cc1 (stereo not drawn)	-1.1	0%	-7%	0%[57.1 µM]	-1%	2%	/	11%
COc1ccc(C(CC(=O)N2CCCCC2)c2c(O)cc(OC)cc2OC)cc1 (stereo not drawn)	-0.3	1%	-12%	9%	-1%	0%	-2	13%
O=C1C(=O)N(CC2CCCO2)C(c2ccccc2[N+](=O)[O-])/C1=C(/O)c1ccccc1 (stereo not drawn)	-0.3	?	9%	-3%	4%	?	8	24%
O=C(Nc1ccccc1-c1nnn(CC(=O)N2CCOCC2)n1)c1ccc(F)cc1	0.0	-17%	1%	6%	1%	-10%	-2	1%

Entries of single compounds, quoted from the list. Order of screens: IL-2 act	PLK1 PBD inh	Abeta rescue	WRN helicase inh	EPAC1 agonist	EPAC1 antag	PI5P4K alpha inh	FUS suppressor
CC(=O)NC(c1ccco1)c1ccc2cccnc2c1O (stereo not drawn) reads -0.1	-11%	7%	-7%	-2%	-11%	-13	-10%
COc1ccc(C2/C(=C(/O)c3ccc(C)cc3)C(=O)C(=O)N2c2ccccn2)cc1 (stereo not drawn) reads 1.2	2%	1%	-12%	-7%	-8%	3	6%
CC1CCCC(C)N1S(=O)(=O)c1ccc(NC(=O)c2ccccc2C(=O)N2CCOCC2)cc1 (stereo not drawn) reads -1.1	0%	-7%	0%[57.1 µM]	-1%	2%	/	11%

Next section.
SMILES	IL-2 act	PLK1 PBD inh	Abeta rescue	WRN helicase inh	EPAC1 agonist	EPAC1 antag	PI5P4K alpha inh	FUS suppressor
O=c1c(C(c2ccc(Cl)cc2)c2c(O)nc3n(c2=O)CCS3)c(O)nc2n1CCS2	-0.3	27µM*	-1%	-9%[11.6 µM]	-2%	-10%	?	22%
CSc1ccc(S(=O)(=O)Nc2ccccc2C(=O)N2CCOCC2)cc1	4.9	-3%	8%	-8%	0%	-26%	0	/
COc1ccc(Cl)cc1C(=O)Nc1ccc(CN2CCCCC2)cc1	0.4	-18%	-5%	3%	11%	1%	-1	26%
O=C(NC1(C(F)(F)F)NC(=O)N(CC2CCCCC2)C1=O)c1ccco1 (stereo not drawn)	0.4	-6%	13%	-1%	12%	-2%	/	-5%
Cc1ccc(N(CC(=O)NCC2CCCO2)C(=O)CCC(=O)Nc2ccccn2)cc1 (stereo not drawn)	-2.2	?	1%	-3%	6%	16%	-8	-2%
O=C1C(Cl)=C(N2CCC(C(=O)O)CC2)C(=O)c2ccccc21	-3.0	?	-14%	-20%	9%	?	?	-1%
CC1CCN(C(=O)CSc2nnc(-c3cc4ccccc4cc3O)n2Cc2ccco2)CC1	2.4	-9%	18%	-5%	6%	5%	/	?
Cc1nn(-c2ccccc2)c(Cl)c1C(=O)N1CCN(c2ncnc3c2cnn3-c2ccccc2)CC1	-0.8	3%	-5%	-10%	12%	-17%	3	24%
Cc1ccccc1CS(=O)(=O)c1ccc(C(=O)N2CCOCC2)cc1[N+](=O)[O-]	1.2	6%	-17%	-1%	-14%	-6%	-1	-15%
COc1ccc(NC(=S)Nc2cccc3cnccc23)cc1	0.1	?	5%	-14%	6%	11%	4	-4%
c1ccc2c(c1)OCCOCCOc1ccccc1OCCOCCO2	-0.2	-17%	-1%	13%	6%	10%	-11	3%
COc1cc(-c2nc3n(n2)C(c2ccncc2)C(C(N)=O)=C(C)N3)cc(OC)c1OC (stereo not drawn)	-1.7	-7%	-4%	-2%	-3%	9%	0	8%
